SIAH1 antagonists: blockers of Siah-1 interaction with plectin peptide – biochemical, fluorescence polarization, rhodamine-plectin, uHTS, primary screen (AID 1817) | Siah-1 / rhodamine-plectin peptide fluorescence polarization; higher % means a stronger effect | displacement, % at 20 µM; hits with a dose series show IC50 in µM | 290,000 compounds, 0.02% hits;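 active means displacement of at least 50% at 20 µM, with a fluorescence ratio check between 0.3 and a set limit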;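 further: plate controls were Siah plus tracer with DMSO for no effect and tracer alone without Siah for full effect; strong numbers were not always called active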
GPR55 activation: GPR55 agonists via beta-arrestin recruitment, primary screen, imaging, U2OS cells, beta-arrestin-GFP redistribution (AID 1961); U2OS GPR55 beta-arrestin-GFP redistribution imaging; higher % means a stronger effect; one-dose activation, % at 10 µM; EC50 in µM for titrated hits; 290,000 compounds, 0.048% hits;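 active means activation above 40% with more than 50 cells counted in the well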;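 further: U2OS osteosarcoma cells stably expressing GPR55 and beta-arrestin-GFP; plate controls were DMSO negative control for no effect and LPI positive control for full effect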
NOD1 NF-kB reporter: NOD1 signaling inhibitors, primary screen, cell-based, luminescence, uHTS (AID 1578); NOD1-driven NF-kB luciferase reporter cells, luminescence; higher % means a stronger effect; inhibition, % at 4 µM; hits with a dose series show EC50 in µM; 290,000 compounds, 1% hits; in the data active means inhibition mostly above about 36%, no sharp cut-off; inactive means mostly below about 34%;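 further: HEK-293T reporter cells stimulated with the NOD1 agonist gamma-tri-DAP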
GPR35 arrestin U2OS: inhibition of zaprinast-stimulated GPR35 beta-arrestin translocation – imaging, U2OS, beta-arrestin-GFP, zaprinast agonist, primary screen (AID 2058); U2OS GPR35 beta-arrestin-GFP translocation imaging, zaprinast antagonism; higher % means a stronger effect; one-dose inhibition, % at 10 µM; IC50 in µM for titrated hits; 290,000 compounds, 0.052% hits;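 active means inhibition of at least 50% with at least 30 cells and total cytoplasm GFP at most 10,000,000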
HIV fusion peptide: cell-free HIV fusion peptide-binding blockers – biochemical, uHTS, fluorescence dequenching, primary screen (AID 1986) | cell-free peptide binding, fluorescence dequenching, 30 min; higher % means a stronger effect | 290,000 compounds, 0.3% hits | one-dose inhibition, % at 20 µM; IC50 in µM for titrated hits; in the data active means inhibition mostly above about 52%, no sharp cut-off; inactive means mostly below about 76%; further: some results filed as inactive read as strong as hits
AID2073: inhibitors of Mint1-CaV2.2 protein interaction, biochemical, HTRF (AID 2073); 290,000 compounds, 0.19% hits; inhibition, % at 20 µM; hits with a dose series show IC50 in µM; HTRF protein-protein interaction, Mint1-CaV2.2; higher % means a stronger effect; in the data active means inhibition mostly above about 51%, no sharp cut-off; further: some results filed as inactive read as strong as hits
KOR beta-arrestin-1: KOR agonists, beta-arrestin recruitment, primary screen, cell-based, luminescence, uHTS (AID 1777); KOR beta-arrestin recruitment, luminescence; higher % means a stronger effect; activation, % at 10 µM; hits with a dose series show EC50 in µM; 280,000 compounds, 0.02% hits; in the data active means activation above about 50%, passing the limit was not always enough; further: a part of the inactive calls stands beside numbers as strong as those of hits
GPR55 LPI antagonism: inhibition of LPI-stimulated GPR55 beta-arrestin translocation – imaging, U2OS, beta-arrestin-GFP, LPI agonist, primary screen (AID 2013) | U2OS GPR55 beta-arrestin-GFP translocation imaging, LPI antagonism; higher % means a stronger effect | inhibition, % at 10 µM, or IC50 in µM where a hit was titrated | 290,000 compounds, 0.13% hits;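 active means spots per cell inhibited over 60%, with over 100 cells counted and total cytoplasm intensity under 500,000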;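 further: U2OS cells stably carrying GPR55 and arrestin-GFP stimulated by 5 µM LPI near EC80; imaged beta-arrestin-GFP aggregate spots per cell after agonist stimulation; plate controls were LPI-stimulated DMSO wells for no effect and DMSO wells without LPI for full effect; some results filed as inactive read as strong as hits; confirmed hits need IC50 under 10 µM and bright autofluorescent wells are also inconclusive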
KOR beta-arrestin-2: kappa opioid receptor blockers – cell-based, luminescence, uHTS (AID 1778); KOR beta-arrestin recruitment, luminescence, antagonist mode; higher % means a stronger effect; one-dose inhibition, % at 10 µM; IC50 in µM for titrated hits; 290,000 compounds, 0.091% hits; in the data active means inhibition above about 50%; further: strong numbers were not always called active
* = called active by the depositor; / = no result given; [ ] = another dose, or the depositor's remark. A portion of the library, so the mix of outcomes need not match the whole.

SMILES	SIAH1 antagonists	GPR55 activation	NOD1 NF-kB reporter	GPR35 arrestin U2OS	HIV fusion peptide	AID2073	KOR beta-arrestin-1	GPR55 LPI antagonism	KOR beta-arrestin-2
Cc1ccc(S(=O)(=O)C2(C(=O)Nc3cccnc3)CC2)cc1	9%	-0.2%	-7%	-16%	-2.1%	-7%	-2.8%	-6%	32%
CCN(CC)C(=O)C1CC(=O)N(c2ccc(OC)cc2)C1c1ccc(OC)cc1 (configuration not stated)	-2%	-0.1%	28%	-2%	1.8%	20%	7.6%	/	10%
COc1ccccc1C1c2c(C)nn(-c3ccccc3)c2NC(=O)C1NC(=O)c1ccccc1 (configuration not stated)	-5%	0.3%	-16%	6%	-0.6%	-2%	-2.6%	7%	23%
Cc1cc(OCC(=O)Nn2cnnc2)ccc1Br	-3%	-0.2%	-55%	5%	4.6%	7%	12%	-7%	0%
c1ccc(-c2nc3nonc3nc2-c2ccccc2)cc1	-5%	0.2%	4%	-14%	2.3%	20%	16%	-11%	-27%
CN(C(=O)COC(=O)c1ccc(C#N)cc1)c1ccccc1	-4%	-0.2%	-25%	-4%	-2.1%	11%	8.1%	10%	-8%
COCCCNC(=O)CSc1nc2cc3c(cc2c(=O)n1CCCC(=O)NCc1ccc(OC)cc1)OCO3	-3%	-0.3%	-7%	-1%	-2.8%	-6%	7.0%	13%	13%
COCCSc1nnc(NC(=O)CSc2ccccc2)s1	-3%	-0.2%	-33%	1%	3.4%	7%	0.0%	11%	-18%
CCOC(=O)CSc1nnc(CSc2nc3sc4c(c3c(=O)[nH]2)CCC4)n1C	5%	-0.1%	10%	-9%	1.4%	-12%	4.0%	-9%	-6%
CCN1CCN(S(=O)(=O)c2cc(OC)c(Cl)cc2OC)CC1	0%	0.2%	-5%	-9%	2.0%	14%	-4.0%	-2%	10%

Entries of single compounds as entered above:
`COCCCNC(=O)CSc1nc2cc3c(cc2c(=O)n1CCCC(=O)NCc1ccc(OC)cc1)OCO3` as listed: SIAH1 antagonists: -3%; GPR55 activation: -0.3%; NOD1 NF-kB reporter: -7%; GPR35 arrestin U2OS: -1%; HIV fusion peptide: -2.8%; AID2073: -6%; KOR beta-arrestin-1: 7.0%; GPR55 LPI antagonism: 13%; KOR beta-arrestin-2: 13%
`CN(C(=O)COC(=O)c1ccc(C#N)cc1)c1ccccc1` as listed: SIAH1 antagonists: -4%; GPR55 activation: -0.2%; NOD1 NF-kB reporter: -25%; GPR35 arrestin U2OS: -4%; HIV fusion peptide: -2.1%; AID2073: 11%; KOR beta-arrestin-1: 8.1%; GPR55 LPI antagonism: 10%; KOR beta-arrestin-2: -8%

Remaining list, next part:
SMILES	SIAH1 antagonists	GPR55 activation	NOD1 NF-kB reporter	GPR35 arrestin U2OS	HIV fusion peptide	AID2073	KOR beta-arrestin-1	GPR55 LPI antagonism	KOR beta-arrestin-2
CCOC(=O)N1CCN(C(=O)CSc2nnc(COc3ccc(Cl)cc3)o2)CC1	3%	-0.3%	-19%	-9%	1.7%	13%	-0.6%	2%	10%
FC(F)(F)C(Oc1nc(Nc2ccc(Cl)cc2)nc(N2CCOCC2)n1)C(F)(F)F	-3%	0.2%	-11%	5%	0.6%	2%	2.5%	6%	15%
Cc1ccc(Nc2nc(N)nc(CN3CCN(C)CC3)n2)cc1C	-2%	0.0%	-8%	-17%	-0.6%	2%	2.4%	5%	-22%
CCOC(=O)C(NC(C)=O)(NC(C)C)C(F)(F)F (configuration not stated)	25%	0.3%	-2%	-1%	1.4%	30%	1.0%	3%	15%
Cc1ccc(CNC(=O)C2CCCN(c3nn4c(=O)cc(C)nc4s3)C2)cc1 (configuration not stated)	3%	-0.2%	-24%	-14%	2.6%	5%	3.4%	-2%	2%
Cc1cc(C)nc(NS(=O)(=O)c2ccc(NC(=O)C(C)C)cc2)n1	5%	-0.3%	-24%	-13%	-0.3%	-3%	-0.8%	-7%	-59%[20 µM]
COc1ccc(N2CCN(S(=O)(=O)c3c(C)noc3/C=C/N(C)C)CC2)cc1	-8%	0.3%	40%	20%	-3.6%	16%	-4.3%	2%	2%
Cc1ccc(CC(=O)Nc2nc3c(s2)CCCC3)cc1	1%	0.0%	5%	-9%	-2.5%	3%	0.2%	-3%	-10%
Cc1nc2ccccn2c1CN(C)C(=O)C1CCC(=O)N(CCc2cccc(F)c2)C1 (configuration not stated)	6%	0.0%	-14%	11%	-0.4%	12%	-1.0%	12%	13%
CCOc1ccccc1/C=N/Nc1ccnc(=O)[nH]1	-5%	0.0%	17%	-15%	-1.5%	7%	9.1%	3%	-21%
Cc1ccc(C(=O)OCC(=O)Nc2c(Cl)cc(S(N)(=O)=O)cc2Cl)o1	-1%	0.5%	-2%	-4%	-0.1%	-9%	-1.6%	15%	20%
S=c1nc[nH]c2c1sc1nc(-c3ccccc3)c3c(c12)CCCC3	-4%	-0.2%	47%	-15%	27%	22%	-2.1%	3%	4%
Cc1ccccc1NC(=O)Cn1c(=O)n(C)c2ccccc21	-3%	1.0%	-29%	15%	1.8%	2%	/	16%	/
CN(c1ccccc1C(=O)O)S(C)(=O)=O	0%	-0.1%	-12%	6%	-0.9%	-7%	-4.2%	0%	-6%
Cc1cnnc2c1-c1no[n+]([O-])c1CC2	1%	-0.1%	3%	10%	2.1%	10%	2.2%	3%	-26%
CCn1c(CNc2ccccc2Cl)nnc1SCCN1CCCCC1	2%	-0.3%	8%	-4%	-1.6%	4%	-2.3%	2%	14%
COCCOC(=O)c1c(C)n(C)c2ccc(OC(=O)c3ccccc3F)cc12	-3%	-0.1%	-10%	23%	0.2%	-3%	3.6%	1%	-5%
COc1ccc(C(C[N+](=O)[O-])c2c(-c3ccccc3)cc3ccccn23)cc1OC (configuration not stated)	2%	-0.2%	25%	-4%	-0.6%	1%	8.1%	4%	-96%
Cc1cccc(N2CCN(C(=O)c3cc(S(=O)(=O)N4CCOCC4)cn3C)CC2)c1C	-6%	0.6%	4%	1%	-1.7%	8%	-4.6%	16%	-4%[20 µM]
Cc1cc(C)cc(N(CC(=O)NC2CCCC2)C(=O)CCC(=O)Nc2nc(C)cs2)c1	-3%	-0.2%	-10%	0%	-0.6%	6%	-2.1%	-4%	-4%
O=C(O)CC(NC(=O)C12CC3CC(CC(C3)C1)C2)c1ccc(Cl)cc1 (configuration not stated)	-2%	0.2%	2%	-3%	0.8%	2%	-1.9%	12%	16%
N#Cc1c(C(F)(F)F)cc(C2CC2)nc1N1CCCC1	-4%	0.0%	-10%	-4%	1.0%	20%	7.5%	2%	-55%
CCOC(=O)c1sc2ccc(S(=O)(=O)N3CC(C)CC(C)C3)cc2c1N (configuration not stated)	0%	-0.2%	-6%	4%	1.5%	-2%	-1.1%	-9%	38%
O=C(NN=C1CCCCCCC1)c1ccc2ccccc2n1	-13%	1.0%	-26%	15%	-3.6%	-7%	-5.6%	8%	6%
COc1cc2c3c(c1OC)C1(C=CC(=NO)C=C1)CC3N(C(C)=O)CC2 (configuration not stated)	1%	-0.2%	-14%	4%	0.8%	14%	-2.4%	-26%	14%
Cc1ccc2nc(C3CCCN(C(=S)Nc4cccc(C)c4C)C3)[nH]c2c1 (configuration not stated)	7%	0.0%	-4%	-8%	-1.0%	-30%	5.9%	7%	-6%
Brc1ccc(-c2noc(-c3ccccc3)n2)o1	0%	-0.1%	-7%	-9%	-0.5%	13%	3.4%	6%	6%
CN(C)S(=O)(=O)c1cccc(NC(=O)c2cncc(Br)c2)c1	-2%	-0.3%	-16%	-5%	2.9%	-8%	6.0%	4%	-14%
COC(CNC(=O)C1CCN(S(=O)(=O)c2cccc3nsnc23)CC1)OC	6%	-0.1%	-21%	8%	-0.7%	8%	-4.2%	2%	11%
O=C(CN1C(=O)C2CC=CCC2C1=O)Nc1ccc(S(=O)(=O)N2CCOCC2)cc1 (configuration not stated)	0%	-0.5%	-32%	-6%	-0.2%	8%	1.2%	10%	26%
C/C(=N\NC(=O)C(=O)Nc1ccc(C)c(Cl)c1)c1ccncc1	26%	-0.3%	-16%	2%	-2.7%	17%	6.5%	2%	-5%
O=C(CSc1ncnc2sc3c(c12)CCC3)N1CCOCC1	13%	0.5%	-3%	-3%	0.1%	17%	4.8%	-9%	-10%
Cc1c(/C=N\NC(=O)c2cc3ccccc3o2)c2ccccc2n1C	-8%	-0.1%	-3%	-6%	-1.7%	19%	-1.7%	-6%	-21%
Cc1nnc(SCC(=O)N2CCOCC2)[nH]c1=O	2%	0.1%	-26%	0%	3.8%	-9%	6.8%	-3%	14%
CC(C)(C)n1nnnc1C(c1ccc(F)cc1)N(Cc1ccc(F)cc1)Cc1ccco1 (configuration not stated)	0%	0.8%	-2%	-14%	1.9%	6%	-0.8%	4%	-30%
COc1cccc(CNC(=O)CSc2nnc3c(n2)[nH]c2ccc(F)cc23)c1	4%	-0.3%	-9%	4%	-1.7%	2%	-5.8%	-8%	13%
Cc1ncc(CO)c2cc(C(N)=O)c(=Nc3ccccc3)oc12	4%	0.3%	-11%	-1%	9.6%	4%	2.4%	16%	4%
CCCCCNc1nc(-c2ccccc2)nc(-n2ccnc2)n1	0%	-0.3%	21%	-3%	0.6%	41%	2.5%	20%	16%
CN1CCN(C(=S)NC(=O)/C=C/c2cccs2)CC1	1%	0.5%	7%	-1%	-0.3%	-1%	-2.9%	-2%	3%
O=C(CCCn1nnnc1CN1CCOCC1)N1CCC(c2ccccc2F)C1 (configuration not stated)	0%	-0.2%	-17%	-11%	-1.5%	3%	1.6%	10%	11%
COc1cc(CN2CCc3ccc(NC(=O)CCc4ccccc4OC)cc3C2)ccc1O	3%	0.3%	-15%	20%	-4.2%	11%	13%	3%	11%
O=C(CSc1ccc(F)cc1)NCCSc1ccccc1	0%	-0.5%	-38%	14%	-1.7%	13%	7.7%	-13%	-29%
COC(=O)c1ccc(NC(=O)c2cn(-c3ccccc3)nc2-c2ccncc2)cc1	-19%	-0.2%	0%	-9%	-4.9%	24%	-5.2%	2%	43%
Cc1occc1C(=O)Nc1ccc2ccccc2c1	-1%	0.1%	-121%	0%	-1.8%	-9%	5.6%	1%	-40%
Cc1ccccc1NC(=O)C(=O)NC(C)CCc1ccccc1 (configuration not stated)	0%	0.3%	-30%	0%	-0.6%	-3%	2.7%	3%	7%
CCC(C)C1C(C#N)=C(N)Oc2n[nH]c(C)c21 (configuration not stated)	8%	1.1%	-13%	3%	-2.0%	10%	-0.7%	12%	30%
O=C(OCc1cc2ccccc2[nH]c1=O)c1ccc([N+](=O)[O-])cc1	8%	-0.1%	-7%	-19%	0.6%	11%	-0.8%	11%	13%
CCOc1ccc(/C=N/NC(=O)CN2CCSCC2)cc1	-6%	0.2%	-11%	-17%	-1.1%	6%	0.5%	10%	-21%
Cc1ccc(CNC(=O)C2CCN(c3nn4c(=O)cc(C)nc4s3)CC2)cc1	-4%	0.1%	-24%	10%	-1.4%	3%	-0.1%	9%	-5%
